Shn3 3UTR inh – inhibitors of Schnurri-3 3'UTR reporter in osteoblasts; Clone20 osteoblast Shn3 3'UTR firefly luciferase, 24 h; inhibition, % at 12.5 µM; 360,000 tested, 0.52% active; AID 588674;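 active = mean inhibition of at least 75% with every replicate also reaching 75%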;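 note: 0% = median of neutral control wells and 100% = pilot-screen positive control compound; some compounds past the cut are filed as inactive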
TWEAK-Fn14 inh – inhibitors of TWEAK-Fn14 interaction signaling | 360,000 tested, 2% active | TWEAK-stimulated Fn14 reporter cells, luciferase luminescence, 8 h | inhibition, % at 10 µM; in the data active = inhibition above about 50%
TRAIL sens C8 – caspase-8 TRAIL sensitization. NB7+C8 cells + TRAIL, ATPlite viability luminescence. inhibition (viability loss, TRAIL sensitization), % at 10 µM. 360,000 tested, 1% active. AID 624354;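 active = compounds causing at least 50% loss of cell viability in the single-dose screen, relative to plate controls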
EBV LMP1 NFkB – Epstein-Barr LMP1 NF-kappaB reporter inhibition | LMP1-induced NF-kappaB luciferase reporter cells, luminescence | AID 504558 | 350,000 tested, 0.69% active | inhibition, % at 12.5 µM; in the data active = inhibition above about 41%;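 note: 0% = neutral control wells and 100% = reference inhibitor control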
NR2F2 inh – inhibitors of human COUP-TFII (NR2F2) | 370,000 tested, 0.7% active | HEK293T NGFI-A luciferase reporter, luminescence | inhibition, % at 8.6 µM | P24468;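 active = inhibition above a per-plate cutoff, mean inhibition of test wells between control levels plus 3 SD, cut at about 38% in these data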;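 note: cells cotransfected with COUP-TFII expression vector driving the NGFI-A reporter; 0% = median of COUP-TF2 test wells and 100% = reporter-only cells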
CF NFkB inh – cystic fibrosis NF-kB activation inhibition. KKLEB NF-kB-GFP reporter, PAF-induced, GFP fluorescence overnight. inhibition, % at 5 µM. 360,000 tested, 0.86% active. AID 588850;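 active = at least 50% inhibition at 5 µM, scaled per plate between neutral and stimulator controls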;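 note: PAF is a Pseudomonas aeruginosa culture filtrate used as stimulus; plate controls were PAF-stimulated DMSO wells for no effect and unstimulated DMSO wells for full effect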
SRC3 inh – inhibits human SRC3 coactivator; Q9Y6Q9; HEK293 GAL4-SRC3 luciferase reporter, luminescence; inhibition, % at 3.6 µM; 360,000 tested, 0.17% active; AID 588352;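 active = inhibition above a per-campaign cutoff, the mean of all compounds plus 3 SD, cut at about 60% in these data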;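 note: 0% = DMSO-treated cells and 100% = gossypol-treated cells at 36 µM; higher means less SRC3-driven luciferase light from the GAL4 reporter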
NCOA1 inh – human NCOA1 inhibition; Q15788; HEK293 GAL4-SRC1 luciferase reporter, luminescence; inhibition, % at 3.6 µM; 360,000 tested, 0.12% active;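 active = inhibition above the campaign mean plus 3 SD, with each screening campaign given its own cutoff, cut at about 60% in these data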;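 note: 0% = DMSO treated cells and 100% = gossypol at 36 µM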
NR5A2 inv ag – suppresses constitutive activity of human LRH-1 | O00482 | HEK293T StAR-luciferase reporter, LRH-1 transfected, 24 h | inhibition, % at 3.6 µM | 360,000 tested, 0.13% active;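 active = inhibition above the mean inhibition of all tested compounds plus 3 SD, cut at about 73% in these data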;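 note: 0% = DMSO wells and 100% = reporter-only cells lacking LRH-1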
TROY signal inh – inhibitors of TROY-dependent NF-kB signaling; inhibition, % at 10 µM; AID 1347056; Q293 LMP1-TROYcd NF-kB luciferase reporter, 4 h; 360,000 tested, 0.98% active;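 active = compounds whose plate-normalised and pattern-corrected inhibition of the luciferase reporter signal at the single screening dose is 50% or more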
KKLEB cytotox – counter-screen for CF NF-kB inhibitors: cytotoxicity; KKLEB CF airway cells viability, ATPlite luminescence, overnight; active compounds read low; cells stimulated with P. aeruginosa culture filtrate; activity change (cytotoxicity), % at 5 µM; 360,000 tested, 0.36% active; AID 602141;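 active = corrected activity change at or below -50% at 5 µM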
Starred values were filed as active, the others as inactive; nt = no result given. Only part of the results is shown; rates above refer to the full screens.

cpd	SMILES	Shn3 3UTR inh	TWEAK-Fn14 inh	TRAIL sens C8	EBV LMP1 NFkB	NR2F2 inh	CF NFkB inh	SRC3 inh	NCOA1 inh	NR5A2 inv ag	TROY signal inh	KKLEB cytotox
1	COc1ccc(C)cc1S(=O)(=O)Nc1ccc(-n2c(C)nc3ccccc3c2=O)cc1	-69	-12	10	1	-20	-6	4	7	-5	16	-7
2	CCCCC(CCCC)=N/N=C/c1c(O)n(CC)c2cc(C3=NNC(=O)CC3)ccc12	-3	-9	-3	-29	6	-39	-8	-11	-7	2	-1
3	Cc1cccc(/C(N)=N/OC(=O)c2ccoc2C)c1	-90	-13	91*	-42	-21	-24	-67	-70	-79	-36	-2
4	COc1ccc(-c2ccc(NS(=O)(=O)c3cc([N+](=O)[O-])ccc3C)cc2)nn1	-15	-16	6	-4	-17	3	13	-1	11	-15	9
5	Cc1cccc(-n2c(C)c(C)c3c(N)ncnc32)c1	6	0	-4	6	19	1	5	2	9	-17	-21
6	CCOc1ccc(NS(=O)(=O)c2cc(C(=O)N3CCCC3)ccc2Cl)cc1	10	-13	-5	3	-7	30	8	3	-2	12	-9
7	COc1ccc(CCNC(=O)CC(=O)N/N=C/c2ccc(C(=O)O)cc2)cc1OC	-6	10	-8	28	-17	0	3	-13	6	7	5
8	NC(=O)CSc1nnc(-c2ccccc2F)n1C1CC1	-8	22	-18	-3	11	-10	20	14	6	-2	14

Next part.
cpd	SMILES	Shn3 3UTR inh	TWEAK-Fn14 inh	TRAIL sens C8	EBV LMP1 NFkB	NR2F2 inh	CF NFkB inh	SRC3 inh	NCOA1 inh	NR5A2 inv ag	TROY signal inh	KKLEB cytotox
9	NCC(O)(c1ccc(Cl)cc1)c1ccc(Cl)cc1	16	9	6	5	6	-1	2	-19	-9	0	-3
10	CCCC(C(=O)OCCN(CC)CC)(c1ccccc1)c1ccccc1	-9	-18	12	-64	11	0	9	-1	-36	-20	-3
11	CC(=O)c1cc(F)c(N2CCN(C(=O)COc3ccc(F)cc3)CC2)cc1C	32	-12	-2	2	26	8	20	-9	5	9	-8
12	Cc1cc2c(=O)n(C)c(SCC(=O)Nc3cccc(O)c3)nc2s1	13	-1	-6	-2	-6	-14	1	-5	11	-6	-7
13	CN(C)S(=O)(=O)c1cccc(NC(=O)COC(=O)c2cc(=O)c3ccccc3o2)c1	-12	15	2	-10	5	-8	-6	-11	5	40	22
14	CS(=O)(=O)N(CC(=O)N1CCC(C(N)=O)CC1)c1cc(C(F)(F)F)ccc1Cl	7	-17	-2	-9	11	18	17	1	6	-6	-8
15	COc1cccc(N(CC(=O)NC2CCCCC2)C(=O)Cn2nnc(-c3ccc(C)o3)n2)c1	-3	11	16	6	-7	-11	14	8	10	13	8
16	Cc1cc([N+](=O)[O-])nn1CC(=O)N1CCc2ccccc2C1	-4	-18	2	5	-3	-1	4	7	3	9	-4

Next part.
cpd	SMILES	Shn3 3UTR inh	TWEAK-Fn14 inh	TRAIL sens C8	EBV LMP1 NFkB	NR2F2 inh	CF NFkB inh	SRC3 inh	NCOA1 inh	NR5A2 inv ag	TROY signal inh	KKLEB cytotox
17	Cc1cc(C)n(C(=O)CNC(=O)C(c2ccccc2)c2ccccc2)n1	5	8	-20	-3	-1	-17	-33	-42	-21	3	3
18	N#CC1=C(N)Oc2[nH]c(=S)[nH]c(=O)c2C12C(=O)Nc1ccccc12 (stereo not drawn)	-8	19	5	-2	0	-29	5	-14	10	-16	0
19	COC(=O)CSC(C)C(=O)Nc1nnc(C(C)C)s1 (stereo not drawn)	-1	-1	-2	1	2	-5	-5	-17	0	6	-12
20	O=C1CC(N2CCN(c3cccc(C(F)(F)F)c3)CC2)C(=O)N1c1ccccc1F (stereo not drawn)	5	-5	-5	-6	-16	3	3	7	7	-5	-5
21	COc1ccc(-c2cc(=O)oc3c(C)c(OCC(=O)NCCCn4ccnc4)ccc23)cc1	19	-53	17	6	-12	-12	4	-14	-13	-7	3
22	CN1CCN(C(=O)c2ccc3c(c2)N(Cc2ccccc2)CCS3)CC1	-22	31	-31	-5	nt	-13	-5	-16	-11	-5	10
23	O=C(COC(=O)CNC(=O)C12CC3CC(CC(C3)C1)C2)Nc1ccccc1	3	8	-1	0	8	1	-7	12	-24	7	5
24	Cc1ccc(C(=O)OCC(=O)NNC(=O)c2ccc([N+](=O)[O-])cc2)o1	-9	0	-5	5	-8	4	-1	-7	-18	16	10

Going on with the list.
cpd	SMILES	Shn3 3UTR inh	TWEAK-Fn14 inh	TRAIL sens C8	EBV LMP1 NFkB	NR2F2 inh	CF NFkB inh	SRC3 inh	NCOA1 inh	NR5A2 inv ag	TROY signal inh	KKLEB cytotox
25	O=C(Nc1c2c(nn1-c1ccccc1)CS(=O)C2)c1ccco1 (stereo not drawn)	-11	5	18	5	4	-24	23	-20	15	16	0
26	CC(C)C[C@@]12C(=O)N(c3ccc(Br)cc3)C(=O)N1[C@H](c1ccc(Br)cc1)[C@@H]1C(=O)N(C(C)(C)C)C(=O)[C@@H]12	21	11	3	4	9	6	12	-4	12	-16	-5
27	COc1ccc(/C=C/C(=O)c2ccccn2)cc1	-46	-27	-1	-18	-21	7	-6	-17	-18	-4	-2
28	CCCCCOC(=O)c1[nH]c2c(c1C)C(=O)CC(c1ccco1)C2 (stereo not drawn)	92*	39	22	7	nt	52*	28	-5	15	21	-47
29	COc1ccc(-c2sc3ccccc3c2C#CC2(O)CCCCC2)cc1	19	1	-6	-13	-20	27	13	16	-5	-9	4
30	CC1(C)c2ccccc2C(=O)c2ccccc21	3	-1	0	4	0	1	-1	8	12	-10	7
31	CCOc1ccc(NC(=O)CN2CCN(CC(=O)Nc3ccc(C(N)=O)cc3)CC2)cc1	8	-27	-8	9	-4	7	-6	8	38	-26	13
32	COc1cc(NS(=O)(=O)c2ccc(NC(=O)c3cccs3)cc2)nc(OC)n1	-6	25	8	2	-10	3	-22	-1	-36	7	6

Other compounds
cpd	SMILES	Shn3 3UTR inh	TWEAK-Fn14 inh	TRAIL sens C8	EBV LMP1 NFkB	NR2F2 inh	CF NFkB inh	SRC3 inh	NCOA1 inh	NR5A2 inv ag	TROY signal inh	KKLEB cytotox
33	CCOC(=O)c1cc(C(C)(C)C)nc(SC)c1C#N	3	-16	11	3	4	17	-8	7	8	6	-8
34	Cc1ccc(NC(=O)CSc2nc3ccccc3nc2N2CCOCC2)cc1	5	-19	11	-1	-17	8	-5	-17	29	-13	8
35	CCn1c(=O)n(CC)c2cc(N3CCCC3)c(NC(=O)c3cccc(OC)c3)cc21	3	2	-11	1	-13	-14	6	18	5	-3	0
36	Cc1ccc(C(=O)NC2CCN(CC(=O)Nc3c(C)cc(C)cc3C)CC2)cc1	14	-23	14	6	27	-3	-5	-5	-8	-5	-5
37	CN(c1ccccc1)S(=O)(=O)c1ccc(C(=O)Nc2nnc(C3CC3)o2)cc1	-14	-60	0	-1	1	7	-4	-16	-10	10	6
38	CC(CN1C(C)CCCC1C)OC(=O)c1ccccc1F (stereo not drawn)	13	21	3	-3	-16	12	5	16	2	-5	-1
39	Cn1c2ccccc2c(=O)c2c(=O)n(-c3ccccc3)c(-c3ccc(C(C)(C)C)cc3)nc21	-7	16	-13	-10	-29	0	-14	-16	3	33	11
40	CCOC(=O)CSc1nc2ccc(C)cc2[nH]1	-14	-20	1	-4	2	-3	6	-17	17	10	-8

Next records
cpd	SMILES	Shn3 3UTR inh	TWEAK-Fn14 inh	TRAIL sens C8	EBV LMP1 NFkB	NR2F2 inh	CF NFkB inh	SRC3 inh	NCOA1 inh	NR5A2 inv ag	TROY signal inh	KKLEB cytotox
41	C=CCN1CCC(=O)C(C(=O)OCC)=C1C(=O)OCC	4	-6	-6	-13	-14	3	1	4	-15	-18	15
42	CC(=O)N1CCN(C(=O)C2(NC(=O)Nc3ccc(C)cc3)CCCCC2)CC1	-10	19	-6	-9	-3	16	-15	2	-6	1	-9
43	Cc1ccccc1NC(=O)c1ccc(OCc2c(C)noc2C)cc1	22	-8	10	8	-16	-10	0	-13	-5	8	-4
44	Cc1cc(=O)oc2c3c(cc(OCC(=O)N[C@@H](C)C(=O)O)c12)OC(C)(C)CC3	0	76*	-16	12	-22	4	-7	5	7	-16	10
45	CCOc1ccc(NS(=O)(=O)c2ccc(N)cc2)cc1	10	-7	2	2	-12	1	5	10	2	-2	-5
46	CC1Sc2ccc(S(=O)(=O)N(C)Cc3ccccc3)cc2NC1=O (stereo not drawn)	9	17	4	-1	-2	3	11	0	-4	28	2
47	COc1cc2[nH]c3c(N4CCN(c5ccc(Cl)cc5)CC4)ncnc3c2cc1OC	13	-9	3	10	1	-20	13	6	-3	15	-11

Of the compounds above, these have a halogen:
cpd	SMILES	Shn3 3UTR inh	TWEAK-Fn14 inh	TRAIL sens C8	EBV LMP1 NFkB	NR2F2 inh	CF NFkB inh	SRC3 inh	NCOA1 inh	NR5A2 inv ag	TROY signal inh	KKLEB cytotox
6	CCOc1ccc(NS(=O)(=O)c2cc(C(=O)N3CCCC3)ccc2Cl)cc1	10	-13	-5	3	-7	30	8	3	-2	12	-9
8	NC(=O)CSc1nnc(-c2ccccc2F)n1C1CC1	-8	22	-18	-3	11	-10	20	14	6	-2	14
9	NCC(O)(c1ccc(Cl)cc1)c1ccc(Cl)cc1	16	9	6	5	6	-1	2	-19	-9	0	-3
11	CC(=O)c1cc(F)c(N2CCN(C(=O)COc3ccc(F)cc3)CC2)cc1C	32	-12	-2	2	26	8	20	-9	5	9	-8
14	CS(=O)(=O)N(CC(=O)N1CCC(C(N)=O)CC1)c1cc(C(F)(F)F)ccc1Cl	7	-17	-2	-9	11	18	17	1	6	-6	-8
20	O=C1CC(N2CCN(c3cccc(C(F)(F)F)c3)CC2)C(=O)N1c1ccccc1F (stereo not drawn)	5	-5	-5	-6	-16	3	3	7	7	-5	-5
26	CC(C)C[C@@]12C(=O)N(c3ccc(Br)cc3)C(=O)N1[C@H](c1ccc(Br)cc1)[C@@H]1C(=O)N(C(C)(C)C)C(=O)[C@@H]12	21	11	3	4	9	6	12	-4	12	-16	-5
38	CC(CN1C(C)CCCC1C)OC(=O)c1ccccc1F (stereo not drawn)	13	21	3	-3	-16	12	5	16	2	-5	-1
47	COc1cc2[nH]c3c(N4CCN(c5ccc(Cl)cc5)CC4)ncnc3c2cc1OC	13	-9	3	10	1	-20	13	6	-3	15	-11
